Tau FP inhib = qHTS for Inhibitors of Tau Fibril Formation, Fluorescence Polarization; AID 1468, 2008; Potency, µM (highest dose often 57.7 µM), for the others: top-dose activity, negative = inhibition, actives largely listed as inhibitors; Microtubule-associated protein tau (Homo sapiens), P10636; actives 0.39% (n = 280,000); K18 P301L tau heparin fibrillization, Alexa594 FP, 6 h; also: % is scaled to controls: 0 for no effect and ±100 for the full control effect; nearly all actives have a fitted effect of over 55% in size
Target sequence (P10636 561-689 P618L limits assumed): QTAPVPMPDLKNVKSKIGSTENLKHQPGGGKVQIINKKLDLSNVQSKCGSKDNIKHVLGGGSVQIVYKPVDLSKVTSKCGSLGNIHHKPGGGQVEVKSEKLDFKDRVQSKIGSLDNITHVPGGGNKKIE
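FP of Alexa 594-tau after heparin (20 uM) induction. Substrate: human K18 P301L, 15 uM unlabeled, 0.24 uM labeled. Buffer 100 mM sodium acetate pH 7. 6 hr, 37 C.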
ALDH1A1 block = qHTS Assay for Inhibitors of Aldehyde Dehydrogenase 1 (ALDH1A1) | Aldehyde dehydrogenase 1A1 (Homo sapiens), P00352 | Purified ALDH1A1, NADH fluorescence, propionaldehyde substrate | Potency, µM (series often up to 75.3 µM), inactives show at the highest dose activity, negative = inhibition, usual class: inhibitors | actives 7.3% (n = 220,000); active = well fitted inhibition curve with a large enough effect, not every such curve was filed as active; inconclusive = small, poorly fitted or top-dose-only effect, or another doubt; inactive = no such curve, though single readings can be large or run the other way;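 also: plate controls were no enzyme wells and a reference inhibitor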
Target sequence (P00352 whole entry, looked up): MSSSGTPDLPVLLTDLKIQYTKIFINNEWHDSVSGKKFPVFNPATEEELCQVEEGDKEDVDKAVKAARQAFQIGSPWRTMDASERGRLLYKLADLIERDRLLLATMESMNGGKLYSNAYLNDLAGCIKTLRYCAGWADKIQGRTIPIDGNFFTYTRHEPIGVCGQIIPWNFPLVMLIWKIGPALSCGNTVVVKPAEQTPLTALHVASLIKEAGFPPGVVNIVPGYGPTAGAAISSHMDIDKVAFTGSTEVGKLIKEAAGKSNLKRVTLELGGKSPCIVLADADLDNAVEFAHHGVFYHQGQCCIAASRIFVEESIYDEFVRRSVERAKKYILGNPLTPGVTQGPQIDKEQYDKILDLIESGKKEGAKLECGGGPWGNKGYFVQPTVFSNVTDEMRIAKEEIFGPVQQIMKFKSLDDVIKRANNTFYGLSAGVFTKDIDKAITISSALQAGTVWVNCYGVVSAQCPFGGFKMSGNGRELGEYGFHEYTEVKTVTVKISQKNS
Tau fluor cs = Counterscreen qHTS for Inhibitors of Tau Fibril Formation, Fluorescence Polarization. tau K18 P301L Alexa594 fluorescence, heparin fibrillization. Potency, µM (top dose mostly 57.7 µM), without a hit: at the top dose activity change, negative = decrease. actives 0.93% (n = 280,000). AID 1463, 2008; also: % is scaled to controls: 0 for no effect and ±100 for the full control effect; nearly all actives have a fitted effect of over 55% in size
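Human K18 P301L tau (15 uM unlabeled plus 0.24 uM Alexa 594-labeled, final) in 100 mM sodium acetate pH 7 was mixed with compound and 20 uM heparin and incubated 6 hr at 37 C.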
Tau fibril ThT = qHTS for Inhibitors of Tau Fibril Formation, Thioflavin T Binding; recombinant tau K18 P301L (four-repeat tau fragment), heparin-induced fibrillization, ThT fluorescence; Potency, µM (series often up to 57.4 µM), without a hit: at the highest dose activity, negative = inhibition, usual class: inhibitors; actives 2.1% (n = 270,000); AID 1460, 2008; also: % is scaled to controls: 0 for no effect and ±100 for the full control effect; nearly all actives have a fitted effect of over 55% in size
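Heparin-induced fibrillization of the P301L-mutant K18 repeat-domain fragment of human tau was followed by ThT binding in quantitative high-throughput format.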
HTT aggregate = qHTS Multiplex Assay to Identify Dual Action Probes in a Cell Model of Huntington: Aggregate Formation (GFP); PC12 HttQ103-GFP aggregates, Acumen cytometry, 40 h; actives 1.1% (n = 220,000); AID 1688, 2009; Potency, µM (top dose mostly 46.1 µM), inactives show at the top dose activity change, negative = inhibition, hits mostly inhibitors; also: % is scaled to controls: 0 for no effect and ±100 for the full control effect; nearly all actives have a fitted effect of over 60% in size
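Compounds (qHTS titration) were added to PC12 cells expressing an ecdysone-driven HTT exon 1 Q103–GFP fusion after induction with 100 nM tebufenozide. Aggregate formation was measured as GFP objects in cell lysates.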
SMN2 splice enh = qHTS Assay for Enhancers of SMN2 Splice Variant Expression; HEK293 SMN2-luciferase splicing reporter, luminescence, 30-36 h; actives 2.8% (n = 210,000); Potency, µM (series often up to 46.1 µM), inactives show at the top dose activity change, positive = activation, most hits filed as activators; also: % of control where 0% means no effect; nearly all actives have a fitted effect of over 55% in size
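HEK293 cells carry an SMN2 minigene-luciferase reporter in which exon 7 inclusion puts luciferase in frame. Cells were seeded at 2000 cells/well, attached for 10-12 hours, then exposed to compounds for 30-36 hours at 37C before ONE-Glo luminescence.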
KDM4E inh = qHTS Assay for Inhibitors of Human Jumonji Domain Containing 2E (JMJD2E) | Potency, µM (highest dose often 57.1 µM), inactives show at the highest dose activity change, negative = inhibition, hits mostly inhibitors | JMJD2E catalytic domain, FDH-coupled NADH fluorescence (FDH is formaldehyde dehydrogenase) | actives 1.6% (n = 230,000) | Lysine-specific demethylase 4E (Homo sapiens), B2RXH2; active = well fitted inhibition curve with a large enough effect, not every such curve was filed as active; inconclusive = small, poorly fitted or top-dose-only effect, or another doubt; inactive = no such curve, though single readings can be large or run the other way;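 also: 0% = wells with enzyme and -100% = buffer wells without enzyme; nearly all actives have a fitted effect of over 50% in size; many of its hits are not listed in these tables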
Target sequence (B2RXH2 1-337 limits assumed): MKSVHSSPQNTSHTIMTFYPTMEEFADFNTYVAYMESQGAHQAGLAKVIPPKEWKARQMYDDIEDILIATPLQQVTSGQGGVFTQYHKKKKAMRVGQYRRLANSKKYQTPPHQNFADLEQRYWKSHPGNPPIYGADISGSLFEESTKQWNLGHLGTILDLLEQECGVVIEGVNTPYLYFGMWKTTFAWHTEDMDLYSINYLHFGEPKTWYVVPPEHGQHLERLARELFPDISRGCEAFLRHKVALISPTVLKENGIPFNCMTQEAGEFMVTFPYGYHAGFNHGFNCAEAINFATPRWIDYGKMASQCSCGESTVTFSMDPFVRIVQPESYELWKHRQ
HTT cytoprotect = qHTS Multiplex Assay to Identify Dual Action Probes in a Cell Model of Huntington: Cytoprotection (ATP) | PC12 HTT-Q103 induced, cytoprotection, ATP luminescence, 40 h | Potency, µM (top dose mostly 56.4 µM), inactives show cytoprotection (ATP increase), hits mostly activators | actives 0.14% (n = 230,000);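 also: % of control where 0% means no effect; nearly all actives have a fitted effect of over 45% in size; toxic huntingtin expression switched on by the ecdysone agonist tebufenozide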
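Readout: ATPlite luminescence (ATP level). Model: stable PC12, inducible Htt exon1 Q103-GFP. Inducer: tebufenozide, 100 nM final. Compounds: dose series. No G418 in medium.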
* marks the source's active call; other numbers are inactive results; ? = inconclusive; . = no result given; & = joins results of further samples; [ ] = remark or other dose. Unless noted, calls follow the shape of the dose curve; as a rule, active = well fitted curve in the direction sought with a large enough effect; inconclusive = small, poorly fitted or top-dose-only effect, or another doubt; inactive = no such curve, though single readings can be large; an effect the other way counts as inactive or inconclusive. Potency is read from the fitted curve at half-maximal effect.

SMILES	Tau FP inhib	ALDH1A1 block	Tau fluor cs	Tau fibril ThT	HTT aggregate	SMN2 splice enh	KDM4E inh	HTT cytoprotect
C#CC[N+](CC)(CC)CC#Cc1ccccc1	-13%	.	-12%	-7%	7%[9.22 µM]	.	-8%	-4%[10 µM]
O=C(Nc1ccccc1)OC1CCC2CC1CCC2OC(=O)Nc1ccccc1 (stereo not given)	-16%	-2%	-13%	-5%	-9%	-80%[inhibitor]	1%	-25%[10 µM]
Cc1nnc(SCc2nc3ccccc3s2)n1-c1ccccc1	1%	1%	-7%	-16%	-3%	?	-8%	26%[10 µM]
CSc1ccc(-c2nnn(CC(=O)Nc3sc4c(c3C#N)CCC(C(C)(C)C)C4)n2)cc1 (stereo not given)	-10%	.	-24%	-6%	.	-2%	.	.
CCN(CC)S(=O)(=O)c1ccc(N=NC2=C(O)CC(C)(C)CC2=O)cc1	-4%	2.5µM*	-5%	-3%	26%	-7%	-2%	14%[10 µM]
COc1ccc(NC(=O)CSc2nc(N)c(C(=O)Nc3ccc(N(C)C)cc3)s2)cc1	15%	?	?	2.5µM*	-7%	-17%	-8%	-66%[inhibitor]
Cc1nc2c3ccccc3nc(SCC(=O)N3CC(C)CC(C)C3)n2n1 (stereo not given)	-6%	7.1µM*	-17%	-16%	19%	-4%	3%	-2%
Cc1ccccc1N1C(=O)CC(c2c[nH]c3ccccc23)C1=O (stereo not given)	-2%	-3%	-15%	-9%	-2%	1%	3%	-53%[inhibitor]
CS(=O)(=O)N1CCN(C(=O)C(Sc2ccccc2)c2ccccc2)CC1 (stereo not given)	-3%	?	-2%	-5%	-6%	14%	8%	-4%
COC(=O)c1ccc2nc(Nc3nc4c(F)cc(F)cc4s3)sc2c1	?	?	?	?	6.3µM*	-85%[inhibitor]	0%	.
COc1ccc(C(=O)NCC(=O)Nc2cccc(S(=O)(=O)NCc3ccco3)c2)cc1OC	-3%	20µM*	-2%	-8%	-14%	15%	-7%	1%[10 µM]
Cc1ccc(CN(Cc2cccn2-c2nnc(N3CCCC3=O)s2)C(=O)Nc2ccc(F)cc2)cc1	-11%	.	-14%	7%	.	4%	.	.
Cc1ccc(C)c2[nH]c(=O)c(CN(Cc3ccco3)S(=O)(=O)c3ccc4c(c3)OCCO4)cc12	-1%	?	-18%	-2%	-21%	36%	?	-34%
O=[N+]([O-])c1ccc(Cl)c(/C=N/Nc2nc(N3CCOCC3)nc(N3CCOCC3)n2)c1	8%	-3%	10%	2%	13%	-9%	4%	-39%[inhibitor]
C=CCOc1ccc(C2CC(C)=NN2c2ccccc2)cc1 (stereo not given)	2%	4%	-30%	?	2%	5%	-25%	-16%[10 µM]
Cc1nnc(N2C(=O)C(O)=C(C(=O)c3ccco3)C2c2ccc(F)cc2)s1 (stereo not given)	-6%	-9%	-6%	?	-4%	21%	4%	18%[10 µM]
CN(C)c1ccc(CNC2CC(C)(C)NC(C)(C)C2)cc1	1%	?	10%	8%	13%	-12%	0%	-16%
O=C(C1=C[C@H](c2ccc(C(F)(F)F)cc2)C[C@H](OCc2ccc(CO)cc2)O1)N1CCOCC1	13%	-2%	1%	-1%	-16%[9.22 µM]	.	5%	9%[10 µM]
CCN(c1cccc(C(F)(F)F)c1)S(=O)(=O)c1ccc2c(c1)CCN2C(C)=O	-9%	9%	-17%	-5%	?	-39%[inhibitor]	7%	7%
c1cc2c(c(NCc3ccncc3)c1)CCCC2	7%	7%	-11%	-3%	?	-41%[inhibitor]	0%	10%
O=C(NC(=O)c1cccc(F)c1)Nc1nc(-c2ccc(F)cc2)cc(C(F)(F)F)n1	2%	-10%	1%	0%	-6%	3%	?	-12%
Cc1nn2c(-c3ccccc3)nnc2c2ccccc12	-5%	12%	-2%	-18%	8%	5.6µM*	-29%	-11%
CN1CCCN(C(=O)/C=C/c2ccc(F)cc2)CC1	-4%	?	1%	-3%	21%	7%	-3%	-7%[1.9 µM]
CCOc1ccc(CC(=O)Nc2ccc(NC(=O)c3ccco3)cc2)cc1OCC	-4%	1%	-14%	-13%	-16%	-61%[inhibitor]	-16%	-2%
FC(F)(F)c1ccccc1-n1ccnc1	?	-3%&-11%&0%&13%	5%&6%&-30%&-7%	?	8%	20%&7%&-30%	0%&-24%&2%	?
O=C(Nc1ccc2c(c1)OCO2)C1CCCCN1S(=O)(=O)c1ccc(F)cc1 (stereo not given)	6%	-4%	-22%	-14%	22%	-9%	1%	-20%[0.074 µM]
CCOC(=O)CSc1nnc(CSc2nc3sc4c(c3c(=O)[nH]2)CCC4)n1C	9%	-6%	6%	?	3%[9.22 µM]	10%	-4%	-8%
C=CCOc1c(Br)cc(/C=N/NC(N)=O)cc1OC	7%	3%	10%	11%	-9%	-16%	3%	.
CCCSc1nc2c(c(=O)[nH]c(=O)n2C)n1Cc1ccc(C)cc1	0%	4%	-6%	-11%	2%	-5%	2%	-33%
Cc1ccc(C23CC4CC(CC(C(=O)N5CCN(C)CC5)(C4)C2)C3)cc1	1%	.	-4%	.	-7%[9.22 µM]	.	-22%	3%[10 µM]
O=C1CCCCCN1CP(=O)(O)CN1CCOCC1	-1%	3%	10%	4%	2%	1%	6%	-3%
CCC(C)c1ccc(NC(=O)COC(=O)c2nc3nccc(C)n3n2)cc1 (stereo not given)	-4%	1%	11%	8%	20%	4%	-6%	-23%
CC(C)c1ccccc1NS(C)(=O)=O	0%	-2%	-7%	2%	-9%[9.22 µM]	.	0%	-18%[10 µM]
Cc1c(C(=O)OCCOc2ccccc2)[nH]c2c1C(=O)CCC2	2%	-15%	-19%	-16%	?	3.5µM*	3%	19%[10 µM]
Cc1ccc(-c2nnn(CC(=O)N(c3cccc(F)c3)C(C(=O)NC(C)(C)C)c3ccco3)n2)o1 (stereo not given)	6%	?	13%[2.34 µM]	-4%	-5%[9.22 µM]	.	5%	-48%[inhibitor][10 µM]
COc1ccc(C2CC(=O)C3=C(C2)Nc2ccccc2N(C(=O)C2CC2)C3c2cccnc2)cc1OC (stereo not given)	-2%	14µM*	0%	-1%	15%	10%	-10%	-9%
COc1ccc(/C=C/C(=O)Nc2ccccc2Cl)cc1S(=O)(=O)N1CCOCC1	-4%	.	1%	.	-19%[9.22 µM]	.	-7%	17%[10 µM]
COc1ccccc1NC(=O)C(C)NS(=O)(=O)c1ccccc1 (stereo not given)	0%	?	2%	-4%	-9%	-14%	1%	-7%[0.074 µM]
Oc1ccc(/C=C/c2ccc3ccccc3n2)cc1	7%	?	?	?	1%	2.8µM*	?	-54%[inhibitor][10 µM]
O=C(Nc1cccc(F)c1)[C@@H](c1ccccc1)N1Cc2ccccc2C1=O	-2%	.	-28%	-1%	.	0%	.	.
CCc1ccc(NC(=O)CCNC(=O)Cn2cnc3ccccc3c2=O)cc1	-5%	.	-16%	-4%	.	-11%	.	.
Cn1nnnc1SCC1=C(C(=O)O)N2C(=O)[C@@H](NC(=O)[C@@H](O)c3ccccc3)[C@@H]2SC1	.	14%[20.9 µM]	.	.	-15%[20.6 µM]	-2%[20.6 µM]	-5%[25.5 µM]	-5%[40.3 µM]
Cc1nc2ccccn2c1C(=O)NC1CCCC1	9%	8%	-7%	?	20%[9.22 µM]	.	?	24%[10 µM]
Cc1ccc(S(=O)(=O)Oc2ccc(/C=C(/NC(=O)c3ccccc3)C(=O)O)cc2)cc1	5%	13µM*	1%	0%	25%	-15%	7%	-29%
Cc1ccc(C(=O)Nc2nccs2)cc1	6%	-5%	4%	-3%	-8%	10µM*	-15%	-115%[inhibitor]
CCCS(=O)(=O)NCc1ccc2c(c1)cc(C)n2C	7%	-11%	-6%	-3%	18%	25%	-19%	-13%[10 µM]

Reformatted with values under each structure: five of the compounds above
Fields: Tau FP inhib, ALDH1A1 block, Tau fluor cs, Tau fibril ThT, HTT aggregate, SMN2 splice enh, KDM4E inh, HTT cytoprotect
O=C(Nc1cccc(F)c1)[C@@H](c1ccccc1)N1Cc2ccccc2C1=O
    -2%, ., -28%, -1%, ., 0%, ., .
Cc1nc2ccccn2c1C(=O)NC1CCCC1
    9%, 8%, -7%, ?, 20%[9.22 µM], ., ?, 24%[10 µM]
O=C1CCCCCN1CP(=O)(O)CN1CCOCC1
    -1%, 3%, 10%, 4%, 2%, 1%, 6%, -3%
Cn1nnnc1SCC1=C(C(=O)O)N2C(=O)[C@@H](NC(=O)[C@@H](O)c3ccccc3)[C@@H]2SC1
    ., 14%[20.9 µM], ., ., -15%[20.6 µM], -2%[20.6 µM], -5%[25.5 µM], -5%[40.3 µM]
Cc1ccc(S(=O)(=O)Oc2ccc(/C=C(/NC(=O)c3ccccc3)C(=O)O)cc2)cc1
    5%, 13µM*, 1%, 0%, 25%, -15%, 7%, -29%

Bioassay records: PubChem BioAssay, National Center for Advancing Translational Sciences (NCATS)

This is a subset. The share of hits here may be higher or lower than overall.
